KLK5 inh = inhibitors of human kallikrein 5; recombinant hK5, fluorogenic AMC substrate cleavage; Q9Y337; 210,000 tested, 0.59% active; inhibition, % at 5 µM;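 active = inhibition of 40% or more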;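 also: 0% = enzyme controls without compound and 100% = no-enzyme blanks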
Target sequence (Q9Y337 67-293 limits assumed): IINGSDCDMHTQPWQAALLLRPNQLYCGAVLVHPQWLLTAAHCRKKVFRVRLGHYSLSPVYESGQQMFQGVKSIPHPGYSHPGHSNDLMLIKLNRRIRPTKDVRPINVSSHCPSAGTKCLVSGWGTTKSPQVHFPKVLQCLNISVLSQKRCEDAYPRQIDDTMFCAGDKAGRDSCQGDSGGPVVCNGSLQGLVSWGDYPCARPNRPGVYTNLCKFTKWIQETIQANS
FXIIa inh 1536 = inhibitors of human coagulation factor XIIa; AID 800; inhibition, % at 5 µM; purified FXIIa, Boc-QGR-AMC fluorogenic substrate, 2 h; 220,000 tested, 0.3% active; in the data active = inhibition above about 40%;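 also: 0% = enzyme with no compound and 100% = blank without enzyme; many of its hits are not listed in these tables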
p97 inhibitor = human p97 ATPase inhibition. P55072. recombinant p97 ATPase, Kinase-Glo ATP luminescence, 3 h. inhibition, % at 8 µM. 220,000 tested, 0.42% active. AID 1481; in the data active = inhibition above about 15%;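 also: 0% = DMSO vehicle and 100% = wells lacking enzyme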
MDM2 E3 inh = blocks human Mdm2 ubiquitin ligase activity; Q00987; cell-based MDM2 ubiquitination luciferase reporter, 2 h; 0 = plate control, 100 = twice control, blank-subtracted; signal enhancement, % at 5 µM; 210,000 tested, 0.11% active;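 active = signal enhancement of 30% or more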;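 also: luminescence tracks abundance of the self-degrading MDM2-luciferase fusion protein; higher signal means inhibition of MDM2 E3 ligase activity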
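Material: Stable MDM2–luciferase fusion reporter cells | Amount: 2000 cells seeded into each well | Dosing: One concentration, 5 µM, with 0.2% DMSO | Incubation: 4 h cell settling then 2 h compound exposure, 37 °C | Measured by: Luciferase luminescence | Read-out basis: % enhancement relative to plate controls after blank subtraction | Benchmarks: Control and blank well means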
Wee1 stabilizer = human Wee1 degradation inhibition, primary screen | P30291 | HeLa Luc-Wee1K328M stability, luciferase luminescence; 100% = proteasome inhibitor MG132 effect | reporter increase, % at 5 µM | 220,000 tested, 1.2% active;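 active = activation above the mean of all tested compounds plus 3 SD, set per screening run, cut at about 8.8% in these data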;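 also: cells exposed to compound for 20 h before luminescence read; 0% = DMSO alone and 100% = MG132 at 30 µM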
eIF4E-4G inh = blocks eIF4E binding to eIF4G; TR-FRET eIF4E-eIF4GI(517-606) binding, 2 h; inhibition, % at 21.7 µM; 220,000 tested, 0.37% active; AID 782;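 active = inhibition above about 30%, limit read from the data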;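 also: 0% = full FRET control wells and 100% = background wells lacking eIF4GI fragment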
14-3-3 Bad PPI = disrupts binding of bovine 14-3-3 zeta to phospho-Bad peptide; TR-FRET 14-3-3zeta/Dy647-pBad peptide displacement, 1 h; inhibition, % at 21.7 µM; 220,000 tested, 0.71% active; AID 781;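 active = inhibition above about 70%, limit read from the data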;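 also: 0% = full 14-3-3 plus peptide FRET controls and 100% = background without 14-3-3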
Target sequence (P63103 whole entry, looked up): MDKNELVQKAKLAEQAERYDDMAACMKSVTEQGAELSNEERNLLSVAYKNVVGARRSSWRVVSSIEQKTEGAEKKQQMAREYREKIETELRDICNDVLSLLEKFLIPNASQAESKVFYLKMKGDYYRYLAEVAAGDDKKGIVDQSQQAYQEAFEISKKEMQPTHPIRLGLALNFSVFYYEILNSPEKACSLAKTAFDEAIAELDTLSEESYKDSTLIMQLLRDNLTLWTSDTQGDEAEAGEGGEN
Rad51 HR inh = Rad51 (human) homologous recombination inhibition | Q06609 | inhibition, % at 10 µM | 200,000 tested, 0.085% active | AID 1385 | hRad51 DNA strand exchange, fluorescence dequenching;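 active = inhibition above 40% at the single screening dose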;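 also: 0% = DMSO control wells and 100% = blanks with heterologous ssDNA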
Target sequence (Q06609 whole entry, looked up): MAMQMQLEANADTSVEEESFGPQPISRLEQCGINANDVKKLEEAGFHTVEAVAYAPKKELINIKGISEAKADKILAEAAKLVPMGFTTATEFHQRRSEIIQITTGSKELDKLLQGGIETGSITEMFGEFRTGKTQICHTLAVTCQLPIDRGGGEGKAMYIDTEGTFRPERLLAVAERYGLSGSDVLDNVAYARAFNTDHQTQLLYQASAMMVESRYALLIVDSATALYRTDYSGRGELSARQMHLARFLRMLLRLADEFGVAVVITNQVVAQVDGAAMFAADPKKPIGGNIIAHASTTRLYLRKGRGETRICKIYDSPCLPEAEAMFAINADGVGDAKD
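Material: hRad51 filaments on single-stranded DNA; Reagent: Donor/quencher-labelled 47-bp dsDNA substrate; Compound: 10 µM final, single point; Schedule: 37 °C 15-min filament assembly, 30-min compound preincubation, 15-min exchange; Technique: FRET fluorescence, excitation 485 nm, emission 520 nm; Benchmarks: control wells and blank wells on each plate.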
FXIa inh 1536 = inhibitors of human coagulation factor XIa | AID 798 | P03951 | 220,000 tested, 0.14% active | inhibition, % at 5 µM | purified FXIa, Boc-Glu-Ala-Arg-AMC fluorogenic substrate;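 active = inhibition of at least 40%; inactive = inhibition below 40%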;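 also: fluorescence of freed AMC excited at 355 nm; 0% = enzyme without compound and 100% = no enzyme blank; many of its hits are not listed in these tables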
Active calls of the source: *; / = not tested or not shown; [ ] = remark or other dose. Random draw from the library; any-hit rate near 3.5%.

SMILES | KLK5 inh | FXIIa inh 1536 | p97 inhibitor | MDM2 E3 inh | Wee1 stabilizer | eIF4E-4G inh | 14-3-3 Bad PPI | Rad51 HR inh | FXIa inh 1536
CCCC(c1nnnn1Cc1ccco1)N1CCC(C(N)=O)CC1 (stereo not drawn) | 5 | 13 | 3 | -4 | 0 | -4 | 71* | -7 | -2
COc1ccc(-c2nn(-c3ccccc3)cc2/C=C/C(=O)O)cc1[N+](=O)[O-] | 4 | 14 | -1 | -14 | 4 | 19 | -1 | 15 | 4
O=C(NCc1ccco1)c1cccc(NC(=O)c2ccco2)c1 | -8 | 12 | 1 | -20 | 0 | -3 | -5 | -1 | 3
c1cncc(-c2nn[nH]n2)c1 | -4 | 10 | 5 | -15 | -1 | / | / | -2 | 2
COc1cc(/C=C2\SC(=Nc3cccnc3)NC2=O)cc(OC)c1OC | 5 | 7 | 9 | 2 | 0 | -5 | -2 | -188 | 11
COc1cccc(/C(O)=C2/C(=O)C(=O)N(CCN(C)C)C2c2ccccn2)c1 (stereo not drawn) | -10 | 8 | 4 | -20 | -1 | 1 | -4 | -1 | -4
OC(CN1CCc2ccccc2C1)c1ccccc1 (stereo not drawn) | -7 | 3 | -5 | -10 | 0 | 1 | -5 | 7 | -4
CC(=O)c1ccc(Sc2ccccc2N)c([N+](=O)[O-])c1 | -4 | 8 | -1 | -7 | 3 | 0 | -8 | -9 | -1
COCCn1c(=O)[nH]c2cc(C(=O)NC(C)C)ccc2c1=O | 12 | 15 | 0 | -16 | 0 | -6 | 4 | -1 | 2
CCOC(=O)Cc1csc(NC(=O)CCCCCN2C(=O)c3ccccc3C2=O)n1 | -7 | 8 | 3 | 0 | -3 | 5 | 14 | -7 | -1
CCOc1ccc(CNCc2ccccc2Cl)cc1 | -7 | 6 | 0 | -17 | -3 | -1 | -9 | 6 | -5
COC(=O)c1cc([N+](=O)[O-])c(-n2ccnc2)c([N+](=O)[O-])c1 | -17 | 13 | 0 | -1 | -1 | -4 | -5 | -3 | 1
O=C(Cn1c(COc2ccccc2)nc2ccccc21)Nc1cccc(Cl)c1 | 7 | 9 | -1 | -3 | -2 | 4[fluorescence artefact?] | -1 | -10 | 2
CC(C)Cc1nc(N2CCN(C(=O)c3ccco3)CC2)c(C#N)c2c1CCC2 | -10 | 4 | -3 | 0 | 2 | 8[fluorescence artefact?] | 6 | 0 | -2
Cc1ccccc1Nc1nc(N)nc(COC(=O)/C=C/c2ccco2)n1 | -7 | 1 | 6 | 0 | -3 | 7 | -7 | -8 | -8
CCCCCNC(=O)c1ccc2c(=O)n(CCCOCC)c(=S)[nH]c2c1 | 6 | 12 | -3 | -12 | 2 | -2 | 12 | -11 | 4
CCCCCc1ccc(S(=O)(=O)Nc2cc(C)ccn2)cc1 | 3 | 8 | 2 | -16 | 1 | 1 | 2 | 10 | 13
CN1CCN(S(=O)(=O)c2cccc(S(=O)(=O)c3ccc(Cl)cc3)c2)CC1 | -25 | 14 | 1 | -14 | -1 | 1[fluorescence artefact?] | -12 | 2 | 2
O=S(=O)(NC1CCCCC1)c1ccc(N2CCOCC2)nc1 | -5 | 6 | 0 | -10 | -1 | 1 | 1 | 18 | -2
Cc1c(C(=O)O)oc2ccc(S(=O)(=O)N3CC(C)CC(C)C3)cc12 (stereo not drawn) | -5 | 8 | 1 | -22 | -2 | 1 | 32 | 0 | -3
COc1ccc(NC(=O)c2ccccc2N(Cc2ccccc2)S(C)(=O)=O)cc1 | / | 7 | -1 | -13 | -1 | 2 | -9 | / | 0
COCCN1CCCC(CNCc2cn(C)nc2-c2ccc(Oc3ccccc3)cc2)C1 (stereo not drawn) | -1 | 6 | -9 | -4 | 2 | -2 | 0 | -7 | -5
O=C(Nc1nccs1)C(=O)c1c[nH]c2ccccc12 | -1 | -2 | 7 | -20 | 1 | 6 | -1[fluorescence artefact?] | 0 | -8
Cc1sc2nc(CN3CCOCC3)[nH]c(=S)c2c1C | -5 | 4 | 4 | -10 | 2 | -3 | -4 | 1 | -1
N#Cc1cc2c(=O)n3ccccc3nc2n(Cc2ccco2)c1=NC(=O)c1ccco1 | -21 | 2 | 3 | -26 | -2 | 9 | -17[fluorescence artefact?] | -9 | -3
Next part:
SMILES | KLK5 inh | FXIIa inh 1536 | p97 inhibitor | MDM2 E3 inh | Wee1 stabilizer | eIF4E-4G inh | 14-3-3 Bad PPI | Rad51 HR inh | FXIa inh 1536
Cc1oc(C(C)(C)C)cc1C(=O)N1CCN(c2ncccc2C(F)(F)F)CC1 | -11 | 5 | -2 | -7 | 0 | 0 | 1 | -1 | 3
Cc1cccc(OCc2nnc(SCC(=O)OC3CCCCC3)o2)c1 | -8 | 9 | 0 | -4 | -2 | -3 | 3[fluorescence artefact?] | -2 | 3
O=C(CSc1nc2[nH]ncc2c(=O)n1-c1ccccc1)c1ccc2c(c1)OCCO2 | -15 | 12 | 10 | -36 | -1 | -34[fluorescence artefact?] | 27[fluorescence artefact?] | -7 | 8
C=C1CCN([C@@H](C)C(=O)NCCCCCC)S(=O)(=O)c2ccccc21 | 4 | 12 | / | 13 | / | -4 | -5 | 5 | 2
O=C(COC(=O)c1ccc(Br)o1)NCC1CCCO1 (stereo not drawn) | -25 | -7 | 3 | -9 | 2 | -1 | -10[fluorescence artefact?] | 1 | -10
CC(C)(C)C(=O)NC(NC(=O)C(C)(C)C)c1ccc([N+](=O)[O-])cc1 | -16 | 5 | 1 | 12 | 1 | 5 | -12[fluorescence artefact?] | -7 | 1
O=C(N/N=C/c1ccc(-c2cccc([N+](=O)[O-])c2)o1)c1ccc([N+](=O)[O-])cc1 | -2 | 6 | 0 | -13 | 9.2* | -2 | 18 | -6 | 16
CC(C)(O)C#Cc1ccc(CN2CCN(Cc3ccccc3)C(CCO)C2)s1 (stereo not drawn) | / | 1 | -4 | -1 | 3 | 2 | -5 | 17 | -6
CCn1c(Nc2ccccc2Cl)nc2ccccc21 | 4 | 7 | -2 | -3 | -1 | 2 | -7 | -3 | 0
O=C(Nc1ccc(Oc2ccc(NC(=O)C3CCCO3)cc2)cc1)C1CCCO1 (stereo not drawn) | -17 | 18 | 4 | 5 | -1 | -10 | -12 | -2 | 8
O=C(O)CCNS(=O)(=O)c1ccccc1C(F)(F)F | -3 | 4 | 5 | 8 | -1 | 1 | 2 | -3 | -3
Cc1onc(-c2c(Cl)cccc2Cl)c1C(=O)N1C=CC(C(F)(F)F)=NCC1 | -2 | 12 | 1 | -12 | 2 | 3 | 15 | 1 | 7
O=C(NC(Cc1ccccc1)C(=O)O)c1ccc(S(=O)(=O)N2CCCCC2)cc1 (stereo not drawn) | -7 | 6 | 0 | -26 | 3 | 4 | -4 | 2 | 2
Cc1nc(N2CCC(C(N)=O)CC2)c2nnn(Cc3ccccc3)c2n1 | -7 | 8 | 2 | 12 | -3 | 2 | 14 | -3 | 5
O=C(c1ccc2c(c1)OCO2)N1CCC(Cc2ccccc2)CC1 | -2 | 2 | 8 | -9 | -1 | 4 | -4 | -10 | 2
O=C(NC1CC1)c1ccc(S(=O)(=O)NC2CCCCCC2)cc1 | -8 | 15 | -1 | -2 | -5 | 3 | 2 | 0 | 6
O=[N+]([O-])c1ccc(CN2CCOCCOCCOCC2)cc1 | -3 | 26 | 2 | -12 | 0 | 0 | 9[fluorescence artefact?] | / | 19
CN1CCN(C(=O)C2=C[C@@H](c3ccc4c(c3)OCO4)C[C@@H](OCc3ccc(CO)cc3)O2)CC1 | 0 | 9 | 1 | / | -2 | 0 | -2 | -2 | 0
COc1ccc(COCC(O)CN2CCC(C(N)=O)CC2)cc1 (stereo not drawn) | -2 | 6 | 8 | -2 | -3 | -4 | 6 | / | -1
CC(=O)C(C(C)=O)c1c(Cl)c(O)c(O)c2c(C(=O)c3ccccc3)coc12 | 18 | 16 | 0 | -10 | 1 | -2 | 12 | 10 | 4
CCCOC(=O)c1ccc(Oc2c(-c3ccc(O)cc3O)n[nH]c2C)cc1 | 1 | 8 | 8 | -1 | -2 | 2 | 25 | -5 | 4
O=C(NC1CCCCC1)NC1(C(=O)N2CCN3CCCC3C2)CCCCC1 (stereo not drawn) | -22 | 14 | -4 | 7 | 0 | -2 | 6 | -1 | 5
Oc1ccc(N2CCN(C(c3ccccn3)c3nnnn3C3CCCC3)CC2)cc1 (stereo not drawn) | -7 | 1 | 4 | -1 | -1 | 1[fluorescence artefact?] | -9[fluorescence artefact?] | -3 | -1
O=C1NN(c2ccccc2)C(=O)/C1=C\c1ccccc1OCC(=O)N1CCOCC1 | -11 | 4 | 1 | 2 | 0 | 3 | -9 | -13 | -8
Cc1ccc2nc(NC(=O)CSCc3ccccc3)sc2c1 | -13 | 17 | 3 | 0 | 4 | 15 | 0 | -10 | 8

Look-ups from the list:
Result for O=C(NC1CC1)c1ccc(S(=O)(=O)NC2CCCCCC2)cc1 under FXIa inh 1536: 6
Result for CC(=O)C(C(C)=O)c1c(Cl)c(O)c(O)c2c(C(=O)c3ccccc3)coc12 under Rad51 HR inh: 10

Remaining list, next part
SMILES | KLK5 inh | FXIIa inh 1536 | p97 inhibitor | MDM2 E3 inh | Wee1 stabilizer | eIF4E-4G inh | 14-3-3 Bad PPI | Rad51 HR inh | FXIa inh 1536
CC12C(=O)N(Cc3ccco3)C(=O)C1C1c3ccccc3C2c2ccccc21 (stereo not drawn) | 1 | 16 | -1 | -10 | -2 | 5 | 1 | 8 | 5
CC1CCCN(C(=O)COc2ccc(Nc3ccccc3)cc2)C1 (stereo not drawn) | 12 | 10 | -2 | -9 | 4 | -6 | -11 | -6 | -1
CCN1CCN(Cc2ccc(NC(=O)c3ccc(C)c(NC(=O)c4ccnnc4)c3)cc2C(F)(F)F)CC1 | -3 | 2 | / | 15 | / | -7 | -5 | -7 | -5
Cn1c(CSCc2ccc(F)cc2)nnc1SCC(=O)Nc1cccc(C(=O)O)c1 | 3 | 11 | 6 | -9 | 0 | -3 | 0 | 1 | 3
CCn1c(CSc2nc(C)cc(C)n2)nnc1SCC(N)=O | -3 | 4 | 5 | -1 | -2 | 5 | 13 | 1 | -2
CC(=O)CC(=O)NC(=NC1CCCCC1)Nc1nc(C)cc(C)n1 | 2 | 0 | -3 | -8 | 0 | 8 | -11 | -4 | -3
O=C(CNC(=O)c1cccc(F)c1)OCC(=O)N1CCCc2ccccc21 | 0 | 10 | 0 | 2 | -2 | -2 | 6 | 17 | 13
O=C(NCc1ccco1)C(c1ccc(F)cc1)N(C(=O)Cc1cccs1)c1cccnc1 (stereo not drawn) | -1 | 3 | 2 | -10 | -1 | -6 | -7 | / | -3
Cc1ccc(CN2CCN(/N=C/c3cccnc3)CC2)cc1 | -5 | 5 | -4 | -3 | 0 | 3 | -3 | -5 | -7
Cc1ccc(C)c2[nH]c(=O)c(CN(Cc3cccs3)C(=S)NCc3ccco3)cc12 | -5 | 11 | 3 | -7 | 1 | 1 | -8[fluorescence artefact?] | / | 3

Rewritten with two lines to a compound: part of the list above.
Below each SMILES: KLK5 inh	FXIIa inh 1536	p97 inhibitor	MDM2 E3 inh	Wee1 stabilizer	eIF4E-4G inh	14-3-3 Bad PPI	Rad51 HR inh	FXIa inh 1536
O=[N+]([O-])c1ccc(CN2CCOCCOCCOCC2)cc1
→ -3	26	2	-12	0	0	9[fluorescence artefact?]	/	19
CN1CCN(C(=O)C2=C[C@@H](c3ccc4c(c3)OCO4)C[C@@H](OCc3ccc(CO)cc3)O2)CC1
→ 0	9	1	/	-2	0	-2	-2	0

Screening results: PubChem BioAssay, several laboratories
